# Screening results from PubChem BioAssay.
# M. tuberculosis: growth inhibition of non-replicating M. tuberculosis (AID 488890) | Mycobacterium tuberculosis non-replicating, growth inhibition; higher % means a stronger effect | inhibition, % at 25 µM, or IC50 in µM where a hit was titrated | 0.39% of 320,000 active; in the data active = a potency from the dose series; inconclusive = inhibition mostly from about 82% at the one dose, without a potency; inactive = the rest, 99 in 100 with inhibition below about 76%;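 also: plate controls were DMSO cells for no effect and high antibiotic wells for full effect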
# PhoP GFP inhibition: PhoP regulon inhibitors, Salmonella typhi PhoP promoter GFP reporter, confirmatory (AID 1850); Salmonella Typhi PhoP-promoter GFP reporter, fluorescence, 4 h; higher % means a stronger effect; inhibition, % at 50 µM, or IC50 in µM where a hit was titrated; 0.33% of 310,000 active; in the data active = a potency from the dose series; inconclusive = inhibition mostly from about 25% at the one dose, without a potency; inactive = the rest, 99 in 100 with inhibition below about 19%;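 also: 0% = induced wells with vehicle and 100% = uninduced wells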
# VEEV TC-83 Vero: inhibitors of VEEV TC-83 cytopathic effect, confirmation, Vero cells (AID 588727); inhibition, % at 20 µM, or IC50 in µM where a hit was titrated; Vero cells, VEEV TC-83 cytopathic effect inhibition; higher % means a stronger effect; 0.13% of 350,000 active; in the data active = a potency from the dose series; inconclusive = inhibition mostly from about 14% at the one dose, without a potency; inactive = the rest, 99 in 100 with inhibition below about 12%; also: strong numbers were not always called active
# influenza NS1A: H1N1 influenza NS1A inhibitors, functional cell based assay (AID 504329); 0.3% of 340,000 active; NS1A functional cell-based assay, percent inhibition; higher % means a stronger effect; inhibition, % at 12.5 µM, or IC50 in µM where a hit was titrated; in the data active = a potency from the dose series; inconclusive = inhibition above about 27% without an active follow-up result; also: strong numbers were not always called active
# H37Rv inhibition: M. tuberculosis growth inhibition, HTS (AID 449762). M. tuberculosis H37Rv growth inhibition, 7H9 media; higher % means a stronger effect. inhibition, % at 25 µM, or IC50 in µM where a hit was titrated. 0.59% of 330,000 active; in the data active = a potency from the dose series; inconclusive = inhibition above about 70% without an active follow-up result;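 also: bacterial growth assessed after seven days of incubation; strong numbers were not always called active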
# VEEV TC-83 Vero 10K pilot screen: also measured in VEEV TC-83 Vero; calls as there; inhibition, %; measured here: 10K pilot screen inhibition
# Numbers without * were called inactive; i = inactive; ? = inconclusive; . = no result given. Random draw from the library; overall some 1.6% were active at least once.
SMILES,M. tuberculosis,PhoP GFP inhibition,VEEV TC-83 Vero,influenza NS1A,H37Rv inhibition,others
CCOc1ccc(CC(=O)NNC(=S)NCCc2ccccc2)cc1,-7%,3%,i,-5%,4%,
CCC1SC2=NC(C)=C(C(=O)OC)C(c3cccs3)N2C1=O (stereo unspecified),-1%,-4%,i,13%,0%,
Cc1c(/C=C/C(=O)c2ccc(O)cc2)cnn1C,-12%,-1%,0.6%,-2%,-3%,
Cc1ccc(C(=O)NCc2ccccn2)cc1Cl,64%,-7%,1.6%,16%,2%,
CCCN1CCN(CCCNC(=O)CCN2C(=O)COc3ccccc32)CC1,1%,6%,2.4%,4%,-1%,
CC1CCN(S(=O)(=O)c2ccc(C(=O)OC(C)C(=O)N(C)C3CCCCC3)cc2)CC1 (stereo unspecified),9%,-9%,2.8%,-8%,4%,
O=[N+]([O-])c1ccc(N2CCOCC2)cn1,0%,8%,3.9%,2%,0%,
O=C(N/N=C/c1ccc2c(c1)OCO2)c1cc2ccccc2o1,-13%,7%,1.3%,-5%,-1%,
CCC(C)[C@H]1CNC(=S)N1CCc1cccc2ccccc12 (stereo partly specified),31%,6%,0.4%,-8%,2%,
CC(C)(C)c1ccc(C(=O)NCCC(=O)NNC(=O)COc2ccccc2F)cc1,2%,.,1.4%,-24%,2%,
CCSc1nsc(NC(=O)Nc2cccc(OC)c2)n1,79%,0%,0.9%,17%,6%,
COc1ccc(C2CC(c3ccccc3)=NN2C(=O)c2ccc(Cl)c([N+](=O)[O-])c2)cc1 (stereo unspecified),0%,9%,i,10%,10%,
COc1ccc(C2NCCO2)cc1OC (stereo unspecified),-11%,-8%,6.3%,-11%,2%,
O=C(CCn1cnc2ccccc2c1=O)Nc1ccc(Cl)c(Cl)c1,0%,9%,i,-19%,2%,
CC(C)(C)NC(=O)C(c1ccc(F)cc1)N(Cc1ccco1)C(=O)c1csnn1 (stereo unspecified),2%,2%,5.5%,-8%,1%,
CCCN(C(=O)CCl)C1=CCCCC1,65%,6%,?,2%,?,
COc1ccc(CCC(=O)NCCOc2ccc(C)cc2)cc1,50%,-7%,i,-4%,18%,
O=[N+]([O-])c1ccccc1/C=C/C=N/n1c(-c2ccccc2F)n[nH]c1=S,-4%,0%,2.0%,-15%,8%,
Cc1cc(C)cc(N(C(=O)Cc2cccs2)C(C(=O)NC2CCCCC2)c2ccccn2)c1 (stereo unspecified),24%,-3%,i,3%,0%,
CC(C)Cn1c(N)c(C(=O)COC(=O)c2ccccc2Cl)c(=O)n(C)c1=O,25%,-22%,6.2%,-7%,5%,
Cc1ccc(NC(=S)c2nc3ccccc3[nH]2)cc1,?,-9%,3.8%,7%,2%,
COc1ccccc1N1CCN(Cc2cc3c(cc2[N+](=O)[O-])OCO3)CC1,13%,-2%,0.8%,3%,0%,
CC(=O)Nc1ccc(Sc2ncccc2C(=O)Nc2ccc(OC(F)(F)F)cc2)cn1,4%,-13%,4.5%,-5%,-1%,
CC(=O)N1CCC(N(CCN2CCOCC2)C(=S)Nc2cccc(C)c2)CC1,-4%,-11%,1.8%,5%,-1%,
O=CN1CCN(C(C(=O)NC2CCCCC2)c2ccc(Cl)cc2)CC1 (stereo unspecified),-5%,-1%,0.9%,-8%,-10%,
CC(=O)Nc1ccc(S(=O)(=O)N[C@@H](C)C(=O)OCC(=O)NC2CCCC2)cc1,-7%,.,1.4%,-21%,-6%,
O=c1[nH]c2cc(Cl)c([N+](=O)[O-])nc2[nH]1,26%,10%,2.0%,-10%,-1%,
C[C@H](CO)N1C[C@H](C)[C@@H](CN(C)S(=O)(=O)c2cn(C)cn2)Oc2ccc(NC(=O)Cn3cnnn3)cc2C1=O,-7%,.,4.1%,-13%,3%,
CCOc1cccc(CNc2ccc(O)cc2)c1OCc1ccc(Cl)cc1Cl,78%,3%,5.4%,9%,54%,
O=C(Cc1ccc(-c2ccccc2)cc1)Nc1ccccn1,77%,4%,?,2%,46%,
CCC(C)Sc1cccc(-c2nc3cc(C)ccn3c2NC2CCCCC2)c1 (stereo unspecified),47%,.,3.5%,-2%,?,
Cn1nnnc1SCc1cc(=O)[nH]c2ccccc12,-2%,-11%,0.3%,0%,-16%,
Cc1nn(-c2ccc(C(=O)NCC(c3ccco3)N3CCCC3)cc2)c(C)c1Cl (stereo unspecified),19%,.,7.6%,10%,-15%,
O=C(CN1C(=O)c2ccccc2C1=O)OCCOCCN=C1NS(=O)(=O)c2ccccc21,-9%,15%,0.4%,-8%,-3%,
COCCNC(=O)CSc1nc2c(n1-c1ccccc1)CCCC2,6%,1%,1.0%,-1%,2%,
Cc1ccc(-n2c(C)cc(/C=N/NC(=O)CC3(C)OCCO3)c2C)c(C)c1,18%,2%,3.4%,9%,2%,

# Next section; the last three above are carried over.
SMILES,M. tuberculosis,PhoP GFP inhibition,VEEV TC-83 Vero,influenza NS1A,H37Rv inhibition,others
O=C(CN1C(=O)c2ccccc2C1=O)OCCOCCN=C1NS(=O)(=O)c2ccccc21,-9%,15%,0.4%,-8%,-3%,
COCCNC(=O)CSc1nc2c(n1-c1ccccc1)CCCC2,6%,1%,1.0%,-1%,2%,
Cc1ccc(-n2c(C)cc(/C=N/NC(=O)CC3(C)OCCO3)c2C)c(C)c1,18%,2%,3.4%,9%,2%,
COC(=O)c1ccc(COc2ccccc2/C=N/NC(=O)c2cccnc2)cc1,19%,-13%,0.1%,-6%,4%,
COc1cccc2c(Nc3ccccc3C)cc(C)nc12,49%,0%,i,2%,12%,
Cc1cc(=O)cc(C)n1-c1ccc(Br)cc1,2%,-4%,1.9%,1%,1%,
Cc1ccc2scc(CN3CCCC3)c2c1,2%,4%,0.5%,1%,0%,
O=C(Nc1ccc(-c2nnc3n2CCCCC3)cc1)c1ccco1,-10%,-4%,0.0%,6%,2%,
CCOc1cc(C(=O)NCc2nnc(SCC(=O)OC)n2C)cc(OCC)c1OCC,-15%,-1%,i,-8%,-9%,
CC(Cc1cccs1)N(Cc1ccc(Cl)cc1)C(=O)c1ccncc1 (stereo unspecified),32%,-2%,0.3%,-11%,5%,
O=C(Nc1ccc(SC(F)F)cc1)C1=COCCO1,47%,-6%,0.9%,-1%,4%,
Cc1cnc(NC(=O)c2ccc3ncsc3c2)s1,.,.,6.1%,11%,.,
CCn1c(SCC(N)=O)nnc1-c1ccc(S(=O)(=O)N2CCN(C)CC2)cc1,-13%,15%,1.1%,2%,4%,
CC(NC(=S)Nc1c(Br)cccc1OC(F)F)C(C)(C)C (stereo unspecified),2%,-3%,2.4%,0%,6%,
COc1cccc(NC(=O)CN2C(=O)NC3(CCc4ccccc43)C2=O)c1 (stereo unspecified),-10%,.,1.4%,-16%,-7%,
Cc1ccc(/C=C/C(=O)O)cc1S(=O)(=O)Nc1ccc2c(c1)OCO2,-2%,-7%,2.6%,-11%,4%,
COc1ccc(C(=O)OCC(=O)NC23CC4CC(CC(C4)C2)C3)c(OC)c1OC,27%,.,11%,-3%,9%,
CCOc1ccc(OCC)c(Nc2cc(C)nc3nc(C)nn23)c1,11%,0%,0.1%,16%,0%,
CN(C(=O)COc1ccc2ccc(=O)oc2c1)C1CCS(=O)(=O)C1 (stereo unspecified),5%,-7%,i,-11%,-3%,
CN1CCN(C(CNC(=O)C(=O)Nc2ccc3c(c2)OCO3)c2ccc(F)cc2)CC1 (stereo unspecified),16%,-5%,0.5%,-7%,-3%,
O=C(CCC(=O)OCC(=O)c1ccc(-c2ccccc2)cc1)Nc1cccc2cccnc12,0%,-5%,i,6%,0%,
CCn1c(C)nc2cc(C(=O)OC(C(F)(F)C(F)F)C(F)(F)C(F)F)ccc21,?,0%,24µM*,-7%,18µM*,
COc1cc([N+](=O)[O-])c2nc(C(=O)O)ccc2c1,.,.,i,0%,.,
O=C(CCl)Nc1ccc(N=Nc2ccccc2)cc1,.,.,i,12%,.,
COc1ccccc1NCC(=O)c1ccc(Cl)cc1,71%,1%,2.1%,6%,1%,
Cc1ccc2nc3sc(C(=O)NCc4ccco4)c(N)c3cc2c1,5%,-7%,2.1%,-7%,-4%,
CCc1cc(=O)oc2cc(C)cc(OCC(=O)N[C@@H](CSCc3ccccc3)C(=O)O)c12,1%,20%,0.4%,-5%,-9%,
CC1CC(NC(=O)c2c(O)nc3sccn3c2=O)CC(C)(C)C1 (stereo unspecified),46%,-4%,6.8%,-7%,59%,
COC(=O)n1ccc(C(=O)Nc2ccccc2F)n1,-1%,-6%,0.6%,2%,6%,VEEV TC-83 Vero 10K pilot screen=0.8
COc1ccccc1CNC(=O)COC(=O)c1cc(=O)c2ccccc2o1,10%,.,i,-10%,-3%,
Cc1cccc(-c2ocnc2C(=O)Nc2ccccc2C(=O)N2CCCC2)c1,-5%,14%,2.7%,5%,0%,
CC(C)CN(C(=O)CN(C)CC(=O)Nc1ccccc1C#N)c1c(N)n(CC(C)C)c(=O)[nH]c1=O,-11%,.,1.4%,-17%,7%,
Cc1ccc(CNc2oc(-c3cccs3)nc2C#N)cc1,25%,5%,0.3%,-1%,42%,

# Compounds from the list above that contain a Cl atom, in the order listed:
SMILES,M. tuberculosis,PhoP GFP inhibition,VEEV TC-83 Vero,influenza NS1A,H37Rv inhibition,others
Cc1ccc(C(=O)NCc2ccccn2)cc1Cl,64%,-7%,1.6%,16%,2%,
COc1ccc(C2CC(c3ccccc3)=NN2C(=O)c2ccc(Cl)c([N+](=O)[O-])c2)cc1 (stereo unspecified),0%,9%,i,10%,10%,
O=C(CCn1cnc2ccccc2c1=O)Nc1ccc(Cl)c(Cl)c1,0%,9%,i,-19%,2%,
CCCN(C(=O)CCl)C1=CCCCC1,65%,6%,?,2%,?,
CC(C)Cn1c(N)c(C(=O)COC(=O)c2ccccc2Cl)c(=O)n(C)c1=O,25%,-22%,6.2%,-7%,5%,
O=CN1CCN(C(C(=O)NC2CCCCC2)c2ccc(Cl)cc2)CC1 (stereo unspecified),-5%,-1%,0.9%,-8%,-10%,
O=c1[nH]c2cc(Cl)c([N+](=O)[O-])nc2[nH]1,26%,10%,2.0%,-10%,-1%,
CCOc1cccc(CNc2ccc(O)cc2)c1OCc1ccc(Cl)cc1Cl,78%,3%,5.4%,9%,54%,
Cc1nn(-c2ccc(C(=O)NCC(c3ccco3)N3CCCC3)cc2)c(C)c1Cl (stereo unspecified),19%,.,7.6%,10%,-15%,
CC(Cc1cccs1)N(Cc1ccc(Cl)cc1)C(=O)c1ccncc1 (stereo unspecified),32%,-2%,0.3%,-11%,5%,
O=C(CCl)Nc1ccc(N=Nc2ccccc2)cc1,.,.,i,12%,.,
COc1ccccc1NCC(=O)c1ccc(Cl)cc1,71%,1%,2.1%,6%,1%,
